Bioassay records deposited in PubChem BioAssay by Sanford-Burnham Center for Chemical Genomics.
SENP8 block-1 = human SENP8 protease inhibitors, primary screen, biochemical, fluorescence, Nedd8 protein substrate, uHTS; AID 602440, 2012; hit rate 0.64% among 360,000; recombinant SENP8; inhibition, % at 20 µM; in the data active = inhibition mostly above about 40%, no sharp cut-off; inactive = mostly below about 27%
Target sequence (Q96LD8 whole entry, looked up): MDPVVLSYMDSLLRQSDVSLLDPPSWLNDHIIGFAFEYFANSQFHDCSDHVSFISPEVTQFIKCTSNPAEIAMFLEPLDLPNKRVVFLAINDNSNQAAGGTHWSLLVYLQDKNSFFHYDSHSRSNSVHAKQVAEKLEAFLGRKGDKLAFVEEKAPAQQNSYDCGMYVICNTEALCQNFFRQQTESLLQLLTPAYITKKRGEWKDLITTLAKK
SENP6 inh = SENP6 protease inhibitors, primary screen, biochemical, luminescence, uHTS. Recombinant SENP6 catalytic domain, aminoluciferin luminescence. hit rate 1.8% among 330,000. Sentrin-specific protease 6 (Homo sapiens), Q9GZR1. inhibition, % at 10 µM;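 active = inhibition above about 50% at the single tested dose, limit read from the data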;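 also: plate controls were DMSO wells with enzyme for no effect and DMSO wells lacking enzyme for full effect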
A3G deaminase = APOBEC3G DNA deaminase inhibitors, primary screen, biochemical, fluorescence, single-stranded DNA substrate, uHTS; inhibition, % at 20 µM; DNA dC->dU-editing enzyme APOBEC-3G (Homo sapiens), Q9HC16; recombinant A3G, ssDNA deamination FAM/TAMRA fluorescence; AID 493012, 2011; hit rate 0.28% among 330,000;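 active = inhibition of at least 40% at 20 µM, with no more than 30% in the related APOBEC3A deaminase screen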;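 also: plate controls were DMSO wells with A3G for no effect and wells lacking A3G enzyme for full effect; some compounds called inactive have numbers as strong as hits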
SENP1 FRET inh = human SENP1 catalytic domain inhibitors, primary screen, biochemical, FRET, uHTS | hit rate 0.21% among 360,000 | recombinant SENP1 catalytic domain, CyPet-SUMO1-YPet FRET cleavage | inhibition, % at 10 µM | Sentrin-specific protease 1 (Homo sapiens), Q9P0U3 | AID 624204, 2012;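 active = inhibition at least 30% at 10 µM, raw YFP signal under a set limit, fluorescence ratio 0.5 to 1.5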;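 also: 0% = enzyme with DMSO and 100% = no enzyme wells; some results filed as inactive read as strong as hits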
Target sequence (Q9P0U3 419-644 limits assumed): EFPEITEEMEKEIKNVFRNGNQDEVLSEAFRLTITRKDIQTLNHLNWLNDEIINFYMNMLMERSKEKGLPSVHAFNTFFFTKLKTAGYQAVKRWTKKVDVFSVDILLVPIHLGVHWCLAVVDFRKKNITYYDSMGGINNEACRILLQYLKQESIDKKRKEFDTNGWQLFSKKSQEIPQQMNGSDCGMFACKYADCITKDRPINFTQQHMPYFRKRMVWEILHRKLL
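material = recombinant human SENP1 catalytic domain, His6-tagged | quantity = 20 pM enzyme | reagent = 25 nM SUMO1 FRET substrate | compound dosing = 10 µM single point, 0.5% DMSO | timing = 50 min enzyme reaction, room temperature, light-protected | detection = FRET, CFP and YFP emission | control set = no-enzyme low, enzyme-DMSO high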
UBC13 inh = UBC13 polyubiquitin chain formation inhibitors, primary screen, biochemical, TR-FRET, uHTS; Ubiquitin-conjugating enzyme E2 N (Homo sapiens), P61088; inhibition, % at 20 µM; AID 485273, 2010; hit rate 0.47% among 330,000; in the data active = inhibition above about 45%, passing the limit was not always enough
Target sequence (P61088 whole entry, looked up): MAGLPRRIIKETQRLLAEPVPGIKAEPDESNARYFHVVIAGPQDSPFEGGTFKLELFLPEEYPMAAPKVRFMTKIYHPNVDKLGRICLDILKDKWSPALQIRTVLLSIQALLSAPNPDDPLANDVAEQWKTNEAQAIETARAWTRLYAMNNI
SENP8 block-2 = SENP8 protease inhibitors, primary screen, biochemical, luminescence; inhibition, % at 10 µM; AID 2540, 2010; purified SENP8, Z-RLRGG-aminoluciferin cleavage; Sentrin-specific protease 8 (Homo sapiens), Q96LD8; hit rate 1.2% among 330,000; in the data active = inhibition above about 50%
SENP7 block = SENP7 protease inhibitors, primary screen, biochemical, luminescence, uHTS | inhibition, % at 5 µM | Sentrin-specific protease 7 (Homo sapiens), Q9BQF6 | hit rate 1.5% among 330,000 | recombinant SENP7, Z-RLRGG-aminoluciferin luminescence, 40 min;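 active = inhibition above about 50% at the single test dose, limit read from the data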;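 also: plate controls were DMSO with enzyme for no effect and no enzyme buffer wells for full effect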
Target sequence (Q9BQF6 706-1050 limits assumed): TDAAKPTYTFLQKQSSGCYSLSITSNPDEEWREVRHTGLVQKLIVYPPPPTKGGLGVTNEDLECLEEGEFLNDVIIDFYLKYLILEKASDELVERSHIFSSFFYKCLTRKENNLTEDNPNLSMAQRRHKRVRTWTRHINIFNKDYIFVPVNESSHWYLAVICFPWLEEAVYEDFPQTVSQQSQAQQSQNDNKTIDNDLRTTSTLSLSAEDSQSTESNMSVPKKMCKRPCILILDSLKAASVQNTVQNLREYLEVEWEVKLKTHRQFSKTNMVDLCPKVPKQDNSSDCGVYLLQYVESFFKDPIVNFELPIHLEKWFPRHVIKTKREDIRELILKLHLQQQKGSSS
Apaf-1 inh = inhibitors of human Apaf-1 apoptosome, primary screen, biochemical, DEVD-Rh110 fluorescence, uHTS | reconstituted apoptosome caspase-3 activity | inhibition, % at 20 µM | Apoptotic protease-activating factor 1 (Homo sapiens), O14727 | hit rate 0.71% among 330,000 | AID 489030, 2010; active = inhibition of at least 40% at 20 µM;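 also: plate controls were DMSO wells for no effect and DEVD-CHO caspase inhibitor wells for full effect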
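detection = Rh110 fluorescence intensity | test system = biochemical Apaf-1 apoptosome reconstitution | also added = cytochrome c and DEVD-Rh110 substrate | schedule = 30 min plus 50 min, RT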
Active calls of the source: *; / = not tested or not shown.

1. Cc1ccc(C(=O)NC2CCN(C(=O)Nc3ccccc3)CC2)cc1
2. Fc1cccc(Cc2noc(CN3CCCN(C4Cc5ccccc5C4)CC3)n2)c1
3. Cc1cccn2c(=O)c3cc(C(=O)NC4CCCCC4)c(=N)n(Cc4ccc(F)cc4)c3nc12
4. O=[N+]([O-])c1ccc(Sc2ncc3ccccn23)nc1
5. COc1cc2c(cc1OC)C1(Nc3c-2c(Cc2ccccc2)nn3-c2ccccc2)C(=O)Nc2ccccc21 (stereo unspecified)
6. CC(C)c1ccc(S(=O)(=O)Nc2ccc(-n3cnnn3)cc2)cc1

assay / entry	1	2	3	4	5	6
SENP8 block-1	10	7	-395	29	-475	16
SENP6 inh	-8	-20	-3	-16	16	-2
A3G deaminase	-9	-7	-6	-8	-1	6
SENP1 FRET inh	3	-12	-28	0	5	0
UBC13 inh	-4	0	12	-4	-14	-6
SENP8 block-2	-16	-3	-5	-2	0	-11
SENP7 block	-11	-3	2	0	0	-11
Apaf-1 inh	-50	11	25	-1	-1	8

Copied from the list.
Under UBC13 inh, Fc1cccc(Cc2noc(CN3CCCN(C4Cc5ccccc5C4)CC3)n2)c1 has 0
Under SENP1 FRET inh, Cc1ccc(C(=O)NC2CCN(C(=O)Nc3ccccc3)CC2)cc1 has 3
Under Apaf-1 inh, COc1cc2c(cc1OC)C1(Nc3c-2c(Cc2ccccc2)nn3-c2ccccc2)C(=O)Nc2ccccc21 (stereo unspecified) has -1
Under SENP6 inh, CC(C)c1ccc(S(=O)(=O)Nc2ccc(-n3cnnn3)cc2)cc1 has -2
Under UBC13 inh, Cc1cccn2c(=O)c3cc(C(=O)NC4CCCCC4)c(=N)n(Cc4ccc(F)cc4)c3nc12 has 12

Next records:
7. O=C(OCC(=O)N1CCN(S(=O)(=O)c2ccc(Cl)cc2)CC1)c1ccc([N+](=O)[O-])o1
8. O=C(NCc1cccc(F)c1)c1cccc2c1C(=O)c1ccc(N3CCCC3)cc1S2(=O)=O
9. COC(=O)c1c(-c2ccccc2Cl)noc1-c1cnc(N)nc1C(F)(F)F
10. COc1ccccc1Nc1nc(N)nc(CN2CCCCCC2)n1
11. Cn1c(SCc2cccnc2)nnc1-c1c[nH]c2ccccc12
12. CCCC(=O)NC1=C(C#N)C2(CCCCC2)Cc2ccccc21

assay / entry	7	8	9	10	11	12
SENP8 block-1	22	2	-54	9	6	22
SENP6 inh	14	2	-8	2	-2	-17
A3G deaminase	-4	-1	-3	-6	2	-1
SENP1 FRET inh	2	-25	-2	-13	-28	3
UBC13 inh	-9	-78	24	0	13	1
SENP8 block-2	-15	4	0	-1	1	5
SENP7 block	11	5	0	3	-1	-2
Apaf-1 inh	69*	20	-16	-3	5	2

13. CCn1cnc2sc(C(=O)Nc3ccccc3OC)c(C)c2c1=O
14. Cc1ccc(C)c(NC(=O)CSc2nnc(-c3n[nH]c4ccccc34)o2)c1
15. COc1ccc(-c2sc3ccc(N4CCOCC4)cc3c2C#CC2(O)CCCCC2)cc1
16. CC(=O)/C(=C\Nc1ccc(OCc2ccccc2)cc1)c1ccccc1
17. O=C(CN1C(=O)C(=O)N(C2CCCC2)C1=O)NCCc1ccc(Cl)cc1Cl
18. O=C(CCCn1c(=O)c2cccn2c2cccnc21)NCCc1ccc(Cl)cc1

assay / entry	13	14	15	16	17	18
SENP8 block-1	16	-1	-492	-40	10	-31
SENP6 inh	-15	-15	-5	-1	-4	22
A3G deaminase	-6	-2	-6	-4	-1	4
SENP1 FRET inh	-13	-1	-11	-8	3	-3
UBC13 inh	7	4	33	5	-4	3
SENP8 block-2	-6	-6	2	10	0	-2
SENP7 block	-6	12	-3	11	7	2
Apaf-1 inh	-1	11	17	13	-1	23

19. COc1cc(C(O)P(=O)(OCCC(C)C)c2ccc(N(C)C)cc2)cc(OC)c1OC (stereo unspecified)
20. CN(C(=O)CSc1nc(-c2ccccc2)cn1N)C(c1ccccc1)c1ccccc1
21. COc1ccccc1OCCNC(=O)C(c1ccccc1)c1ccccc1
22. CC(=O)Nc1ccc(S(=O)(=O)NC2(C(F)(F)F)NC(=O)N(C3CCCC3)C2=O)cc1 (stereo unspecified)
23. S=C(Nc1ccccn1)NC1CCCC1
24. CS(=O)(=O)Nc1cccc(C2=NN(C(=O)c3ccc(F)cc3)C(c3cccs3)C2)c1 (stereo unspecified)

assay / entry	19	20	21	22	23	24
SENP8 block-1	19	25	6	14	3	5
SENP6 inh	9	-4	8	-2	-6	7
A3G deaminase	-8	-3	1	-5	6	-2
SENP1 FRET inh	2	2	0	3	-2	-2
UBC13 inh	-9	5	-4	-1	-3	7
SENP8 block-2	1	2	10	-1	-3	2
SENP7 block	6	11	9	3	3	5
Apaf-1 inh	-19	18	1	5	9	12

Just SENP8 block-1, SENP8 block-2 and UBC13 inh (2 entries from above):
no.	Molecule	SENP8 block-1	SENP8 block-2	UBC13 inh
19	COc1cc(C(O)P(=O)(OCCC(C)C)c2ccc(N(C)C)cc2)cc(OC)c1OC (stereo unspecified)	19	1	-9
21	COc1ccccc1OCCNC(=O)C(c1ccccc1)c1ccccc1	6	10	-4

Further results follow:
25. Cc1ccc(S(=O)(=O)Nc2cc(C(C(=O)OC(C)C)C(=O)C(F)(F)F)c(O)c3ccccc23)c(C)c1 (stereo unspecified)
26. Cc1ccc(S(=O)(=O)N(c2cccc(C)c2)C2CCS(=O)(=O)C2)cc1 (stereo unspecified)
27. CCC/C=N/NC(=O)c1ccc(F)cc1
28. O=c1c2oc3ccccc3c2ncn1Cc1ccccc1F
29. Cc1ccc(S(=O)(=O)N2CCCN(S(=O)(=O)c3ccc4ccccc4c3)CC2)cc1
30. CCOC(=O)CNC(=S)N(Cc1ccccc1F)C1CCCCC1

assay / entry	25	26	27	28	29	30
SENP8 block-1	-2	8	1	-4	11	-28
SENP6 inh	-5	7	-22	2	-17	-17
A3G deaminase	-6	-4	-7	-3	1	-7
SENP1 FRET inh	6	1	1	-2	0	1
UBC13 inh	-19	4	6	13	4	-4
SENP8 block-2	-4	2	2	-4	0	-3
SENP7 block	-7	6	-4	-2	-1	-6
Apaf-1 inh	12	-8	-7	0	2	3

31. COC(=O)/C(=C\Nc1ccc(Cl)cc1Cl)NC(=O)c1ccc(OC)cc1
32. Cc1ccc(NC(=O)CNc2cccc(S(=O)(=O)N3CCCCC3)c2)cc1F
33. O=c1oc(CCO)cc2ccc(-c3ccc4[nH]ccc4c3)cc12
34. COc1ccc(/C=C/C(=O)c2cc(F)ccc2OC(=O)c2ccccc2)cc1OC
35. O=C(Nc1ccc(NS(=O)(=O)c2ccccc2)cc1)c1cccnc1
36. O=C(CN1CCN(c2ccccn2)CC1)N1CC(O)CO1 (stereo unspecified)

assay / entry	31	32	33	34	35	36
SENP8 block-1	23	-3	-273	-84	13	7
SENP6 inh	-9	-2	27	8	4	2
A3G deaminase	5	-12	-6	2	-3	-3
SENP1 FRET inh	2	2	4	-10	2	1
UBC13 inh	-1	0	2	10	6	0
SENP8 block-2	-9	-8	-7	3	-1	-3
SENP7 block	6	-1	-4	3	4	6
Apaf-1 inh	11	16	3	4	-3	-4

37. CCOC(=O)NN=C1c2ccccc2-c2ccccc21
38. O=C(/C=C/c1cccs1)NNC(=O)c1ccccc1
39. O=C(c1cn(Cc2ccccc2)nc1-c1cccnc1)N1CCN(Cc2c(F)cccc2Cl)CC1
40. COC(=O)N/N=C/c1ccc(OC(=O)c2ccco2)c(OC)c1
41. C/C(=N\N1C(=O)c2ccccc2C1=O)c1cccc([N+](=O)[O-])c1
42. Fc1ccc(N/N=C/C=C/c2ccccc2)c(F)c1

assay / entry	37	38	39	40	41	42
SENP8 block-1	8	0	2	6	11	-378
SENP6 inh	13	13	-7	-24	-14	37
A3G deaminase	-7	-2	2	-4	-9	-3
SENP1 FRET inh	2	1	3	0	-1	-58
UBC13 inh	0	-2	4	-10	2	7
SENP8 block-2	12	0	3	-13	-7	-13
SENP7 block	1	4	7	-10	-8	4
Apaf-1 inh	-1	-1	26	-16	-1	6

43. CS(=O)(=O)N(CC(=O)N1CCN(Cc2ccccc2)CC1)Cc1ccccc1
44. COc1ccc(NC(=O)N(C)C[C@H]2Oc3ccc(NS(=O)(=O)c4cccs4)cc3C(=O)N([C@@H](C)CO)C[C@@H]2C)cc1
45. COC(=O)c1ccc(OC(=O)c2cnccn2)cc1
46. CCN1CC(CN(C)Cc2nc(-c3ccc(C(F)(F)F)cc3)no2)CC1=O (stereo unspecified)
47. CCCCCOC(=O)C1=C(C)Nc2nnnn2C1c1ccc(OC)c(OC)c1OC (stereo unspecified)
48. COc1ccc(-c2cc(C(F)(F)F)nc(SCC(=O)Nc3sc4c(c3C#N)CCC4)n2)cc1

assay / entry	43	44	45	46	47	48
SENP8 block-1	-1	10	4	16	14	-20
SENP6 inh	-24	0	-15	-2	-2	-2
A3G deaminase	4	-1	-2	-4	-1	-6
SENP1 FRET inh	2	1	0	1	-2	-5
UBC13 inh	-4	-3	2	-1	1	-16
SENP8 block-2	-1	-4	-7	2	-1	-9
SENP7 block	2	-3	-7	3	5	-10
Apaf-1 inh	-12	13	-4	-8	2	0

49. Cc1ccccc1C(=O)Nc1ccnn1C1CCN(Cc2ccncc2)CC1
50. COc1cccc(CN2CCN(CC#Cc3ccccc3)CC2CCO)c1 (stereo unspecified)
51. CC(=O)C1=C(C)NC(SCSc2ccccc2)=C(C#N)C1c1cccnc1 (stereo unspecified)
52. Cc1c(Cl)cccc1NC(=O)CSc1nncn1-c1ccccn1
53. Cc1ccc(S(=O)(=O)N2CCN(C(=O)CN3CCc4ccccc4C3)CC2)cc1
54. O=C(CNCC1CCCCC1)Nc1cccc(S(=O)(=O)N2CCOCC2)c1

assay / entry	49	50	51	52	53	54
SENP8 block-1	-1	13	/	1	17	14
SENP6 inh	-2	-7	-27	-11	-13	14
A3G deaminase	0	-13	2	-8	-4	3
SENP1 FRET inh	-9	-1	/	0	2	2
UBC13 inh	-6	-1	3	5	16	12
SENP8 block-2	-6	3	6	2	11	-1
SENP7 block	1	3	9	-2	3	-3
Apaf-1 inh	9	7	19	2	-3	-6
